ABCB6 inh MLPCN: human ABCB6 transporter inhibition | Q9NP58 | K562-ABCB6 porphyrin accumulation, flow cytometry, 1 h; active compounds read low | fluorescence ratio to DMSO, % at 10 µM | 360,000 tested, 0.19% active | AID 602162;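 active = fluorescence ratio to DMSO below 75%, the collection mean minus 3 SD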;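 note: signal is porphyrin accumulated inside mitochondria; 100% equals median channel fluorescence of DMSO control wells; lower ratio means ABCB6 inhibition with less porphyrin fluorescence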
CaV13 FRET inh: Primary screen for inhibitors of IQ motif and Ca2+-dependent inactivation inhibitor domain binding in CACNA1D, Förster resonance energy transfer in living cells, …. 340,000 tested, 0.098% active. inhibition, % at 12.3 µM. HEK cells, CFP/YFP FRET ICDI-IQ, plate reader, 10 min; percent FRET-ratio fall versus neutral wells;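 active = mean replicate inhibition of at least 30% and at least 1% of replicates passing that level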;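 note: 0% = median of the neutral control wells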
MC4R antagonist: blocks human MC4R cAMP signaling | MC4R-expressing cells, MTII-stimulated cAMP, LANCE TR-FRET | inhibition, % at 6.5 µM | 360,000 tested, 0.48% active | AID 540295;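 active = inhibition above its plate's cutoff, the mean of tested wells on that plate plus 3 SD, cut at about 29% in these data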;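 note: 0% = Melanotan II alone and 100% = Melanotan II plus saturating MCL0020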
Target sequence (P32245 whole entry, looked up): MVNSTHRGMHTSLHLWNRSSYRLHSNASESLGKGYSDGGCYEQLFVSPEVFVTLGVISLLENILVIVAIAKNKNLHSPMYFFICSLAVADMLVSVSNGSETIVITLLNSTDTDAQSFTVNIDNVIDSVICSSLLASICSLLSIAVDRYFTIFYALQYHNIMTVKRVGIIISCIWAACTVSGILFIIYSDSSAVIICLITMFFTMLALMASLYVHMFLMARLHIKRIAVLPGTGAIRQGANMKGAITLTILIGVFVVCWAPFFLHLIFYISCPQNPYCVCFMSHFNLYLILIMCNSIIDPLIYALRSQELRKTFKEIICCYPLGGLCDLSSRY
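Assay system: U2OS-MC4R stable cell line; Also added: Melanotan II; Technique: Eu-cAMP/anti-cAMP TR-FRET, emission 671 nm; Times: 30-min compound, 1-h challenge, 1-h detection, room temperature.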
m5-HT2A agonist: activates the mouse 5-HT2A serotonin receptor; AID 624169; 360,000 tested, 0.66% active; activation, % at 7.6 µM; CHO-K1 mHTR2A beta-arrestin complementation, luminescence; percent of 30 µM serotonin response;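 active = activation above a run cutoff, the mean activation of all tested compounds plus 3 SD, cut at about 14% in these data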;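 note: 0% = plate median of compound wells and 100% = 30 µM serotonin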
Vif imaging: inhibitors of HIV Vif; 340,000 tested, 0.35% active; HEK293T cells, Vif self-association by quenched fluorescence, imaging, 24 h; AID 602346; inhibition, % at 7.49 µM; in the data active = inhibition above about 50%, passing the limit was not always enough; note: some results filed as inactive read as strong as hits
Glyco luc inh: N-linked glycosylation inhibition. D54 ERlucT glycosylation luciferase reporter, 24 h; percent of 100 nM tunicamycin response. reporter increase, % at 12.5 µM. 360,000 tested, 0.23% active. AID 588692;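 active = mean luciferase reporter signal, scaled so untreated is 0 and the glycosylation-blocking control 100, at or above a set limit in every replicate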;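 note: luciferase carries N-glycosylation sites so blocking glycosylation raises the light; 0% = median of neutral control wells and 100% = median of 100 nM tunicamycin wells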
MC4R barr agon: agonists of human melanocortin 4 receptor (MC4R) beta-arrestin. 360,000 tested, 0.98% active. U2OS MC4R beta-arrestin complementation, luminescence; percent of melanotan II response, DMSO zero. P32245. activation, % at 8.9 µM;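 active = activation above a per-plate cutoff, the mean activation of sample wells on that plate plus 3 SD, cut at about 8% in these data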
H9c2 protect: protects H9c2 cardiomyocytes from peroxide injury; H2O2 injury protection, ATPLite, 2 h; protection from H2O2 cell death, % at 20 µM; 360,000 tested, 0.63% active;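 active = compounds giving at least 50% protection of heart cells from peroxide-induced death in the single-dose screen, raw or plate-pattern-corrected value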;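 note: 0% = DMSO wells with peroxide and 100% = DMSO wells without peroxide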
PDI inh: PDI (human) enzyme inhibition | AID 588391 | PDI insulin aggregation turbidity, A650, 90 min | 350,000 tested, 0.052% active | inhibition, % at 10 µM;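 active = mean inhibition across replicates of 30% or more, whatever share of single replicates reach that level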;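 note: absorbance from insulin aggregation driven by PDI reduction with DTT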
Target sequence (P07237 whole entry, looked up): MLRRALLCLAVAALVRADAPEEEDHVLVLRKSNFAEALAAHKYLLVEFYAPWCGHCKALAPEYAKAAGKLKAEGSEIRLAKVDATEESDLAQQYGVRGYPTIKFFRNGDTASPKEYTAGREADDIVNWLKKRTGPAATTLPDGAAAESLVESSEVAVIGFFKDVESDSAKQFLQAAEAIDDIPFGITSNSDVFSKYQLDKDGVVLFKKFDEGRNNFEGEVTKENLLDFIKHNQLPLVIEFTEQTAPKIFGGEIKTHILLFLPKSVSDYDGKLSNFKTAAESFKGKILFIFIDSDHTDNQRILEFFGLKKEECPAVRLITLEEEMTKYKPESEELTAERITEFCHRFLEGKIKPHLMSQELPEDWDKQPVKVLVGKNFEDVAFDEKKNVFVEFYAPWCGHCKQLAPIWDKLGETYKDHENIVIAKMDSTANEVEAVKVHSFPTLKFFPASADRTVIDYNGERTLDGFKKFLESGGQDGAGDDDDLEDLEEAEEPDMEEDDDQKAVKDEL
aDG glyco up: alpha-DG glycosylation activation. Pro5-aDG cells, alpha-DG glycosylation AlphaScreen (IIH6); 0% Pro5, 100% B10-LARGE cell signal. activation, % at 10 µM. 360,000 tested, 0.22% active;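 active = activation of at least 8% versus controls, or a plate z-score of at least 8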;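 note: Pro5 are CHO cells carrying HIG-tagged alpha-DG that lacks glycosylation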
Active calls of the source: *; · = not tested or not shown.

no.	compound	MC4R antagonist	m5-HT2A agonist	ABCB6 inh MLPCN	Glyco luc inh	MC4R barr agon
1	CCN(C(=O)CSc1nc2ccc(O)cc2c(=O)n1-c1ccc(OC)c(OC)c1)C1CCS(=O)(=O)C1 (stereo unspecified)	3	10	98	0	0.0
2	COC(=O)CCC(=O)NNC(=O)c1ccc(Cl)cc1Cl	-1	6	105	3	1.1
3	N#Cc1cccc(OC(=O)c2ccc3c(=O)n4c(nc3c2)CCC4)c1	11	-1	95	1	-3.1
4	O=C(Nc1ccc([N+](=O)[O-])cc1Br)c1cccnc1	5	3	89	1	-1.4
5	CC1CCN(CCC(=O)Nc2ccc3c(c2)CCC3)CC1	-4	-3	97	0	0.1
6	Cc1ccc(S(=O)(=O)N2CCN(C(=O)N3CCOCC3)CC2)c(C)c1	4	-5	102	1	-0.4
7	CC(C)c1nnc(NC(=O)C2CCCN2S(=O)(=O)c2ccc(Cl)cc2)s1 (stereo unspecified)	2	-5	98	1	-2.6
8	S=C(NCc1cccnc1)Nc1ccc(Cl)cc1Cl	8	0	97	0	-0.2

no.	CaV13 FRET inh	H9c2 protect	aDG glyco up	Vif imaging	PDI inh
1	-7	-5	0.0	-2	9
2	-9	4	-0.5	1	1
3	-5	1	-0.4	3	1
4	-3	8	-0.2	-6	-8
5	-7	-2	0.0	8	16
6	-5	1	-0.2	0	-2
7	·	-2	0.2	-4	-3
8	4	-2	0.0	1	-1

New compounds follow:
no.	compound	MC4R antagonist	m5-HT2A agonist	ABCB6 inh MLPCN	Glyco luc inh	MC4R barr agon
9	CNC(=S)NCC(O)c1ccc([N+](=O)[O-])cc1 (stereo unspecified)	-2	0	99	5	-1.0
10	CCN1CCCC1CNC(=O)C(NC(=O)C1CCC(C)CC1)C(C)C (stereo unspecified)	4	4	101	1	-0.7
11	COc1ccc(OCC#CCn2ccnc2)cc1	-4	0	99	1	3.4
12	COc1ccc(CNC(=O)COC(=O)CCN2C(=O)C3CC=CCC3C2=O)cc1OC (stereo unspecified)	9	-3	99	-1	-3.8
13	O=C(CN1C(=O)NC2(CCCCCCC2)C1=O)NCc1ccc(F)cc1	2	-4	97	2	-1.9
14	O=C(CNC(=O)Cn1ccc2ccccc2c1=O)NCCCN1CCN(c2cccc(Cl)c2)CC1	2	-7	97	-1	1.6
15	CCN(C(=O)CSc1ccc2c(c1)OCCO2)C1CCS(=O)(=O)C1 (stereo unspecified)	3	0	96	1	-1.7
16	CCc1nc2ccc(C(=O)NCCc3ccccn3)cn2c1N(CC)Cc1cccc(Br)c1	13	-5	100	0	0.0

no.	CaV13 FRET inh	H9c2 protect	aDG glyco up	Vif imaging	PDI inh
9	-5	5	1.0	-4	5
10	-4	-5	0.2	5	-4
11	-1	6	-0.1	-3	-15
12	-3	2	0.1	-1	5
13	-7	-8	0.1	-2	0
14	-4	9	0.0	11	12
15	-6	3	0.3	-1	-4
16	-4	-4	0.2	-5	1

(further entries)
no.	compound	MC4R antagonist	m5-HT2A agonist	ABCB6 inh MLPCN	Glyco luc inh	MC4R barr agon
17	CC(Sc1ncnc2sccc12)C(=O)Nc1ccc(C(N)=O)cc1 (stereo unspecified)	2	-1	100	-3	-0.7
18	O=C(Cn1ncc2c(=O)oc3ccccc3c21)NCCCN1CCCC1=O	-7	0	90	0	0.0
19	COCCCN1CC(=O)N2C(c3ccc(OC)c(OC)c3)c3[nH]c4ccccc4c3C[C@H]2C1=O (stereo partly specified)	14	-10	98	0	-1.4
20	CC(C)(C)N(Cc1ccccc1)C(=O)COC(=O)CNC(=O)c1ccco1	10	8	99	3	-0.5
21	Cc1cn(S(=O)(=O)c2ccc(Cl)cc2)c(C)n1	10	0	103	-1	-2.1
22	COc1ccc(OC)c(-c2nnc3n2N=C(c2ccc(OC(F)F)c(OCC4CC4)c2)CS3)c1	-34	7	98	17	-1.1
23	CCOC(=O)COc1ccc(S(=O)(=O)N2CCN(c3ccc(OC)cc3)CC2)cc1	26	1	104	-2	-0.9
24	CCOP(C)(=O)C1(C(=O)OCc2ccccc2)CC1 (stereo unspecified)	5	2	95	2	0.9

no.	CaV13 FRET inh	H9c2 protect	aDG glyco up	Vif imaging	PDI inh
17	-9	-4	-0.2	-13	-2
18	-4	5	-0.1	10	·
19	-2	2	0.0	-2	-2
20	-16	1	0.3	-9	-14
21	2	2	-0.2	-6	2
22	-18	-5	0.4	20	3
23	0	-1	0.3	-5	-2
24	-1	0	0.0	-8	10

More results.
no.	compound	MC4R antagonist	m5-HT2A agonist	ABCB6 inh MLPCN	Glyco luc inh	MC4R barr agon
25	Cc1cccc(NC(=O)c2ccc(COc3cccc4ccccc34)o2)n1	3	3	93	0	-2.0
26	COc1ccc2nc(SCC(=O)N3CCNC3=O)[nH]c2c1	5	3	99	-2	-0.9
27	CSc1ccc(/C=C(\C#N)C(=O)Nc2cccc(C)c2)cc1	-13	5	96	2	5.8
28	COC1CC(NC(C)=O)C(OC(=O)c2ccccc2)C(CBr)O1 (stereo unspecified)	5	3	99	1	-0.2
29	CCCCNS(=O)(=O)CCNCCc1ccccc1	1	-8	97	1	-2.5
30	COc1ccc(/C=N/N2CCN(c3ccc(Cl)cc3)CC2)cc1O	5	-1	96	1	2.3
31	CC(=O)N1N=C(c2ccco2)CC1c1cc2ccc(C)cc2nc1Cl (stereo unspecified)	20	2	97	2	-0.5
32	COc1cc(/C=N/Nc2cc(C)nc(NS(=O)(=O)c3ccccc3)n2)ccc1O	20	3	93	0	1.1

no.	CaV13 FRET inh	H9c2 protect	aDG glyco up	Vif imaging	PDI inh
25	-5	-4	-0.4	-7	-6
26	-6	4	0.0	6	-4
27	-17	-3	-0.2	2	-4
28	-7	6	0.1	-9	-1
29	-5	2	0.0	-4	-8
30	2	0	0.2	-1	0
31	-14	5	-0.2	-4	0
32	-5	5	-0.2	7	1

Some of these compounds in order of heavy-atom count, falling:
no.	compound	MC4R antagonist	m5-HT2A agonist	ABCB6 inh MLPCN	Glyco luc inh	MC4R barr agon
32	COc1cc(/C=N/Nc2cc(C)nc(NS(=O)(=O)c3ccccc3)n2)ccc1O	20	3	93	0	1.1
31	CC(=O)N1N=C(c2ccco2)CC1c1cc2ccc(C)cc2nc1Cl (stereo unspecified)	20	2	97	2	-0.5
28	COC1CC(NC(C)=O)C(OC(=O)c2ccccc2)C(CBr)O1 (stereo unspecified)	5	3	99	1	-0.2
27	CSc1ccc(/C=C(\C#N)C(=O)Nc2cccc(C)c2)cc1	-13	5	96	2	5.8
26	COc1ccc2nc(SCC(=O)N3CCNC3=O)[nH]c2c1	5	3	99	-2	-0.9
29	CCCCNS(=O)(=O)CCNCCc1ccccc1	1	-8	97	1	-2.5

no.	CaV13 FRET inh	H9c2 protect	aDG glyco up	Vif imaging	PDI inh
32	-5	5	-0.2	7	1
31	-14	5	-0.2	-4	0
28	-7	6	0.1	-9	-1
27	-17	-3	-0.2	2	-4
26	-6	4	0.0	6	-4
29	-5	2	0.0	-4	-8

(cont.)
no.	compound	MC4R antagonist	m5-HT2A agonist	ABCB6 inh MLPCN	Glyco luc inh	MC4R barr agon
33	Cc1ccc(C(=O)NNC(=O)Cn2ccc(C(F)(F)F)n2)o1	3	16*	94	2	2.8
34	CS(=O)(=O)c1cccc(S(=O)(=O)N2CCCCCC2)c1	-2	-6	93	0	0.3
35	O=C(Cc1ccccc1)c1ccc(O)cc1	-2	-5	102	2	-0.1
36	CCOC(=O)C(NCc1ccccc1OC)(NC(C)=O)C(F)(F)F (stereo unspecified)	-5	-4	99	1	-0.5
37	O=C(c1ccco1)c1cn[nH]c1-c1ccc(Cl)cc1O	0	-3	107	-2	0.3
38	Cc1ccc(Cl)cc1-c1cc(C(=O)NCc2ccccc2)[nH]n1	7	-1	93	0	-1.4
39	C=CCNC(=O)c1ccc(CN(c2ccc(OCC)cc2)S(=O)(=O)c2ccc(C)cc2)cc1	18	-8	97	14	-0.9
40	Cc1snnc1C(=O)NC(=S)Nc1ccccc1	1	5	97	1	-2.5

no.	CaV13 FRET inh	H9c2 protect	aDG glyco up	Vif imaging	PDI inh
33	-2	5	-0.1	22	6
34	-3	2	-0.3	12	1
35	-6	1	-0.2	11	2
36	-4	-3	-0.1	2	5
37	·	0	0.1	-2	-5
38	-5	-4	0.1	·	-3
39	-9	4	0.0	-1	10
40	0	-6	-0.2	0	4

Continuation.
no.	compound	MC4R antagonist	m5-HT2A agonist	ABCB6 inh MLPCN	Glyco luc inh	MC4R barr agon
41	CCOC(=O)C1(C(F)(F)F)N=C(C(F)(F)F)Nc2ccccc21 (stereo unspecified)	6	0	98	1	-1.2
42	CCOC(=O)c1sc2nc3c(cc2c1N)C(=O)CC(C)(C)C3	15	-3	88	0	2.4
43	CC1(C)CC(=O)C=C(NCCN2CCN(C(=S)Nc3ccc(F)cc3)CC2)C1	-4	0	98	1	0.0
44	CC(C)COc1nc2ccccc2nc1N1CCN(C)CC1	0	-5	95	-1	1.5
45	COC(=O)c1ccc(CSc2nc3cc(Cl)ccc3o2)cc1	15	3	98	1	0.9
46	CN1CC=C2C(C#N)=C(N)C(C#N)(C#N)[C@H](c3ccoc3)[C@H]2C1	0	3	103	3	-1.6
47	O=C(OCC#CCSc1nnc(-c2cccc3ccccc23)o1)c1cccs1	1	-1	101	2	-1.9
48	O=C(Nc1ccc(F)c(Cl)c1)C1CC2CCC1C2 (stereo unspecified)	2	-4	96	-3	1.2

no.	CaV13 FRET inh	H9c2 protect	aDG glyco up	Vif imaging	PDI inh
41	-7	-6	-0.2	0	5
42	2	4	0.2	-20	-15
43	-20	-5	-0.1	-2	-2
44	-3	0	-0.3	-18	-1
45	-8	-15	0.0	-5	-2
46	·	21	-0.1	3	-1
47	-6	4	0.1	6	-6
48	2	-4	0.0	13	-5

(listing goes on)
no.	compound	MC4R antagonist	m5-HT2A agonist	ABCB6 inh MLPCN	Glyco luc inh	MC4R barr agon
49	CCOC(=O)c1[nH]ncc1CN1CCCC(C(=O)c2cc(Cl)ccc2OC)C1 (stereo unspecified)	3	0	95	0	0.4
50	Cc1nc(C(=O)NCC(=O)c2ccc(Cl)cc2)c(C(F)(F)F)o1	-3	0	102	2	0.6
51	COc1ccccc1NC(=O)CCC(=O)Nc1ccccc1OC	-3	2	93	1	1.9
52	O=C(CC1(O)C(=O)N(Cc2ccccc2Cl)c2ccccc21)c1ccco1 (stereo unspecified)	7	-8	95	0	-2.2
53	O=C(NCc1ccc(F)cc1)C1CCC(CNc2c(N3CCCCC3)c(=O)c2=O)CC1 (stereo unspecified)	-1	-3	96	-1	-0.2
54	COc1ccc(/C=C/C(=O)NCC(=O)N=Nc2c(O)[nH]c3ccc([N+](=O)[O-])cc23)cc1	6	3	101	5	-1.8
55	CN=C1S/C(=C\c2cc(C)n(-c3ccccc3F)c2C)C(=O)N1C	7	1	107	-18	1.1
56	Cc1cccc(NC(=S)NCc2ccc(F)cc2)c1C	-6	-1	105	-1	1.5

no.	CaV13 FRET inh	H9c2 protect	aDG glyco up	Vif imaging	PDI inh
49	-6	-2	0.1	·	-2
50	-4	1	-0.1	-7	-2
51	-4	0	0.0	-5	-12
52	-4	-6	0.3	7	-2
53	-5	1	-0.1	5	-6
54	-2	3	-0.1	-8	-10
55	-5	-21	0.3	-5	-7
56	3	2	0.0	8	-9

Screens from PubChem BioAssay.
